# hcGAS inh: blocks human cGAS activity. Q8N884. recombinant h-cGAS, ATP depletion, Kinase-Glo luminescence. inhibition, % at 12.5 µM. 290,000 tested, 0.081% active. AID 1259398;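 also: 0% = vehicle reaction and 100% = reaction without DNA for no activity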
# Target sequence (Q8N884 whole entry, looked up): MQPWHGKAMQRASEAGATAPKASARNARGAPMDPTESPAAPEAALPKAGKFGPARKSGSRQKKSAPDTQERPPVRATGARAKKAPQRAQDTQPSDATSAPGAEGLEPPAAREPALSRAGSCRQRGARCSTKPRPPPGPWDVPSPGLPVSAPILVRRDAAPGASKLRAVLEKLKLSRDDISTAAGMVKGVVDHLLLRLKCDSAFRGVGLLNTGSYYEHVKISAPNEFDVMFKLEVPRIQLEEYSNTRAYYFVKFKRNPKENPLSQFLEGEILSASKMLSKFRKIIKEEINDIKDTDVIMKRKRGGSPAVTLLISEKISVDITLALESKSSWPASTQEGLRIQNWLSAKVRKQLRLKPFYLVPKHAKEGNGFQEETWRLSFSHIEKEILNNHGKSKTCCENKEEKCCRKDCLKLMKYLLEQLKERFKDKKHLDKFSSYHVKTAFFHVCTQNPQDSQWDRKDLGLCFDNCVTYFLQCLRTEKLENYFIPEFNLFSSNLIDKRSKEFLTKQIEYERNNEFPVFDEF
# NPYLR7 ag: activates Aedes aegypti NPYLR7 receptor; HEK293T NPYLR7/Galpha15, GCaMP6s calcium fluorescence; activation, % at 10 µM; 270,000 tested, 0.15% active; in the data active = activation above about 40%;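 also: 0% = vehicle and 100% = reference agonist at the receptor; some compounds past the cut are filed as inactive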
# mcGAS inh: inhibitors of mouse cGAS | recombinant cGAS, Kinase-Glo ATP depletion luminescence | inhibition, % at 12.5 µM | 160,000 tested, 0.15% active | AID 1259399;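 also: 0% = negative control wells and 100% = reference inhibitor with no enzyme activity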
# Starred values were filed as active, the others as inactive; / = not tested or not shown. Rule as the data show it, unless noted: active = inhibition above about 40%; inactive = the rest. Rows were taken by chance; about 0.26% have a hit in one of these screens.
mol	NPYLR7 ag	mcGAS inh	hcGAS inh
CCn1c(C)cc(O)c(C(c2ccc(Cl)cc2)N2CCN(C)CC2)c1=O (centres undefined)	12	/	-9
CCNC(=O)c1cnn(-c2cccc(Cl)c2)c1CC	10	-3	-5
O=c1[nH]c2ccccc2c(-c2ccccc2)c1-n1cc(S(=O)(=O)N2CCCC2)ccc1=O	0	/	4
C(=Nc1nc2ccccc2nc1N1CCOCC1)N1CCN(C(c2ccccc2)c2ccccc2)CC1	-4	/	-6
COc1cc(=O)n(-c2ccccc2)nc1C(=O)N1CCc2ccccc21	2	/	-7
CCN(CC)c1nc2c(-c3cccc(C(F)(F)F)c3)nnn2c2ccccc12	2	-7	-6
CC(C)(Oc1ccc(CCNC(=O)c2ccc(Cl)cc2)cc1)C(=O)NCCc1nc2ccccc2[nH]1	-7	-4	-6
O=C(CNc1cccc2ccccc12)N1CCOCC1	7	/	-6

# Random excerpt: three records from the list
mol	NPYLR7 ag	mcGAS inh	hcGAS inh
CCN(CC)c1nc2c(-c3cccc(C(F)(F)F)c3)nnn2c2ccccc12	2	-7	-6
CC(C)(Oc1ccc(CCNC(=O)c2ccc(Cl)cc2)cc1)C(=O)NCCc1nc2ccccc2[nH]1	-7	-4	-6
C(=Nc1nc2ccccc2nc1N1CCOCC1)N1CCN(C(c2ccccc2)c2ccccc2)CC1	-4	/	-6

# More results
mol	NPYLR7 ag	mcGAS inh	hcGAS inh
COc1ccc(CC(=O)NCCc2cc3ccc(C)cc3[nH]c2=O)cc1OC	1	-7	-5
COc1ccc(CCN(C)Cc2csc(-c3ccc(Cl)cc3)n2)cc1OC	18	-6	-8
COc1cccc(CN(C)C(=O)C(C)Cc2c(C)nn(C)c2C)c1 (centres undefined)	3	/	-5
O=C(CSc1nnc2ccc3ccccc3n12)c1ccc2c(c1)OCO2	-1	/	-7
Cn1c(=O)[nH]c(=O)c2c1nc(N1CCN(Cc3cccc(Cl)c3)CC1)n2Cc1ccccc1F	0	/	-6
COc1ccc(-c2nccc3[nH]nc(-c4cccnc4)c23)cc1	18	-7	-3
O=C1CN(C(=S)Nc2ccccc2F)CC2c3ccc(F)cc3CCN12 (centres undefined)	30	-8	-11
CCCS(=O)(=O)CC(=O)NCc1coc(-c2ccc(C)cc2)n1	1	-14	-8

# More compounds:
mol	NPYLR7 ag	mcGAS inh	hcGAS inh
CNC(=O)NC(=O)CN1CCN(c2ccc(F)cc2)CC1	3	/	-1
CN1CCC(N(Cc2cccnc2)Cc2ccco2)CC1	0	-6	0
CCc1nc2n(n1)C(=O)C(C(c1ccc(C)cc1)N1CCN(C(C)=O)CC1)S2 (centres undefined)	-3	-7	-6
CC(C)n1nccc1NC(=O)C=C1CCCCC1	-5	/	-5
CC(C)CC(C)N(C)C(=O)c1n[nH]c2ccccc12 (centres undefined)	-4	/	-1
CCCC1C(=O)CC(C#N)(C#N)C(C#N)(C#N)C1C (centres undefined)	8	/	4
CN(C)S(=O)(=O)c1ccccc1CNC(=O)N1CCC(C(=O)Nc2ccccc2)CC1	3	-17	-7
COc1ccccc1N1CCN(CCCNc2c(C)c(=O)n(C)c(=O)n2C)CC1	4	0	5

# More structures follow.
mol	NPYLR7 ag	mcGAS inh	hcGAS inh
COCCCN(CC(=O)N(Cc1ccc(F)cc1)Cc1sccc1C)C(=O)Nc1cccc(F)c1	0	-6	-2
CCOc1ccc(S(=O)(=O)NCc2ccc3c(c2)OCO3)cc1C(C)(C)C	2	/	-8
CCn1ncc(C(=O)NCCSc2nc3ccccc3o2)c1C	5	/	-3
CCCCN(Cc1cccn1Cc1ccc(Br)cc1)C(=O)CN(CCCOC)C(=O)C1CC1	-9	-5	-4
COc1cccc(C2C(C(=O)OCCc3ccccc3)=C(C)NC3=C2C(=O)CCC3)c1 (centres undefined)	-2	0	3
CCOC(=O)c1cc(=O)c(-c2ccccc2)n[nH]1	4	/	0
COc1cccc(Cc2nc3c(c(N4CCOCC4)n2)CN(S(=O)(=O)c2ccc(NC(C)=O)cc2)CC3)c1	27	-4	-4
O=C(Cc1ccsc1)N1CCOC(COCc2ccccc2F)C1 (centres undefined)	26	-8	-5

# Continuation.
mol	NPYLR7 ag	mcGAS inh	hcGAS inh
c1ccc(COC2CCN(Cc3ccccn3)CC2)cc1	-1	-11	-5
CC1CN(CCC(=O)NCC2(N3CCOCC3)CCCC2)Cc2cc(Cl)ccc2O1 (centres undefined)	6	-25	-4
COc1ccc(CN(CCc2c[nH]c3ccccc23)Cc2nc(C(=O)NCc3ccco3)co2)c(OC)c1	3	-2	3
Cc1cccc(CC(=O)Nc2c3c(nn2CC(=O)NCc2ccccc2)CSC3)c1	-2	-9	-8
COc1ccc(F)c(F)c1-c1nccn1CC1CCN(C(C)C)CC1	3	-14	-14
Cc1ccc(N2C(c3ccccc3)C(C(=O)c3ccccc3)S2(=O)=O)cc1 (centres undefined)	12	/	2
COC(=O)C1=C(C)N(C)C(C)=C(C(=O)OC)C1c1ccc(Cl)cc1Cl	-1	-7	-1
C/C=C/CC(=O)N(CC)Cc1cc(Cl)ccc1OC	-3	/	-8

# (further entries)
mol	NPYLR7 ag	mcGAS inh	hcGAS inh
O=C(Nc1cccc(O)c1)c1cnn2c1NC(c1ccc(F)cc1)CC2C(F)(F)F (centres undefined)	1	-8	-8
CCc1ccc(-c2ccc(SCC(=O)N3CCCCCC3)nn2)cc1	16	-7	-4
COc1ccc(OC)c(C(=O)c2ccc(C(=O)NCC3Cc4cccc(-c5ncccn5)c4O3)cc2)c1 (centres undefined)	1	-19	-9
Cc1ccccc1-n1c(C)nnc1SCc1nc(C(=O)NC(c2ccccc2)c2ccccc2)cs1	-2	-5	-10
Cc1cc(NC(=O)CCNC(=O)C2CNCC(=O)N2)ccc1F (centres undefined)	-4	/	-3
O=S(=O)(CC1CCOC1)NCC(O)c1ccccc1 (centres undefined)	5	/	-7
CCC1CN(C(=O)c2ccccc2Cl)CCC(=O)N1Cc1ccccc1 (centres undefined)	4	/	-2
c1cc(CNC2CCOC3(CCOCC3)C2)cs1 (centres undefined)	/	-1	38

# Ordered by SMILES length (high to low): part of the list above.
mol	NPYLR7 ag	mcGAS inh	hcGAS inh
COc1cccc(Cc2nc3c(c(N4CCOCC4)n2)CN(S(=O)(=O)c2ccc(NC(C)=O)cc2)CC3)c1	27	-4	-4
COc1ccc(CN(CCc2c[nH]c3ccccc23)Cc2nc(C(=O)NCc3ccco3)co2)c(OC)c1	3	-2	3
Cc1ccccc1-n1c(C)nnc1SCc1nc(C(=O)NC(c2ccccc2)c2ccccc2)cs1	-2	-5	-10
COc1cccc(C2C(C(=O)OCCc3ccccc3)=C(C)NC3=C2C(=O)CCC3)c1 (centres undefined)	-2	0	3
CCCCN(Cc1cccn1Cc1ccc(Br)cc1)C(=O)CN(CCCOC)C(=O)C1CC1	-9	-5	-4
O=C(Nc1cccc(O)c1)c1cnn2c1NC(c1ccc(F)cc1)CC2C(F)(F)F (centres undefined)	1	-8	-8
COC(=O)C1=C(C)N(C)C(C)=C(C(=O)OC)C1c1ccc(Cl)cc1Cl	-1	-7	-1
Cc1cccc(CC(=O)Nc2c3c(nn2CC(=O)NCc2ccccc2)CSC3)c1	-2	-9	-8
CCOc1ccc(S(=O)(=O)NCc2ccc3c(c2)OCO3)cc1C(C)(C)C	2	/	-8
CCC1CN(C(=O)c2ccccc2Cl)CCC(=O)N1Cc1ccccc1 (centres undefined)	4	/	-2
COc1ccc(F)c(F)c1-c1nccn1CC1CCN(C(C)C)CC1	3	-14	-14
CCc1ccc(-c2ccc(SCC(=O)N3CCCCCC3)nn2)cc1	16	-7	-4
Cc1cc(NC(=O)CCNC(=O)C2CNCC(=O)N2)ccc1F (centres undefined)	-4	/	-3
O=C(Cc1ccsc1)N1CCOC(COCc2ccccc2F)C1 (centres undefined)	26	-8	-5
CCOC(=O)c1cc(=O)c(-c2ccccc2)n[nH]1	4	/	0
C/C=C/CC(=O)N(CC)Cc1cc(Cl)ccc1OC	-3	/	-8
O=S(=O)(CC1CCOC1)NCC(O)c1ccccc1 (centres undefined)	5	/	-7
c1cc(CNC2CCOC3(CCOCC3)C2)cs1 (centres undefined)	/	-1	38

# Continued:
mol	NPYLR7 ag	mcGAS inh	hcGAS inh
CCNC(=O)N(Cc1cnc(S(=O)(=O)Cc2ccc(F)cc2)n1CCOC)CC(C)C	/	-4	-3
COc1ccccc1NC(=O)C1CC(=O)N(C)C(=Nc2cccc(F)c2)S1 (centres undefined)	1	-4	1
CCOc1ccccc1N1CCN(S(=O)(=O)c2cc(Cl)c(C)cc2OC)CC1	-1	-6	-5
COc1ccccc1C(=O)NC1CCN(c2ccccc2C(=O)NCc2ccccc2)CC1	-1	-5	-6
CN(Cc1nccn1C)C(=O)CCSCc1ccc(F)cc1	-1	-13	-2
CCN(Cc1ccc(C)o1)C(=O)[C@@H]1C[C@H](N)CN1C	4	-8	-4
CSc1ccccc1NC(=O)Cc1csc(NC(=O)NC2CCCCC2)n1	-2	/	-8
CC(C)CCn1c(N2CCN(Cc3c(Cl)cccc3Cl)CC2)nc2c1c(=O)[nH]c(=O)n2C	0	/	-2

# Next compounds
mol	NPYLR7 ag	mcGAS inh	hcGAS inh
O=C(Cn1nc(-c2ccco2)c2sc(N3CCCCC3)nc2c1=O)OCc1ccccc1	-3	-7	-6
O=C(NCC1CCCO1)C1CCN(C2CCN(Cc3cccnc3)CC2)CC1 (centres undefined)	-1	-12	-9
COc1cc(C)c(CC/C(C)=C/C=C/C(C)=O)c(C)c1C	3	-4	-3
CCC(C(=O)N(CC(=O)N1c2ccccc2-n2cccc2C1c1ccc(OC)cc1)C1CC1)c1ccccc1 (centres undefined)	1	-5	-9
CCN1CCC(C(=O)NC(C)c2ccc(OC)c(OC)c2)CC1 (centres undefined)	12	-5	-3
CCOC(=O)CNC(=O)N1CCCC(C(=O)c2cccc(OC(C)C)c2)C1 (centres undefined)	-5	-4	-2
COC(=O)C1=CC(C(=O)c2cccs2)=NN(c2cccc(Cl)c2)C1C(=O)OC (centres undefined)	8	/	-9
Cc1cc(C(F)(F)F)n2nc(C(=O)N3CC(c4ccncc4)C3)cc2n1	0	-15	-2

# (list continues)
mol	NPYLR7 ag	mcGAS inh	hcGAS inh
Cc1ccc(-n2c(SCc3nc(C(=O)NCCN4CCCCC4)cs3)nnc2-c2cccnc2)cc1	-2	-3	-9
CCCCC1c2c(n(CCC)c(=O)[nH]c2=O)NC1C(F)(F)F (centres undefined)	-7	/	7
O=C(O)c1cccnc1CN1CCCC(c2nc3ccccc3o2)C1 (centres undefined)	1	/	-4
COc1ccccc1C1NC=C([N+](=O)[O-])C=C1[N+](=O)[O-] (centres undefined)	15	/	-12
O=C(CC12CC3CC(CC(C3)C1)C2)OCCNC(=O)c1cccnc1	-16	/	6
O=c1oc2cc(Cl)c(O)c([N+](=O)[O-])c2s1	-11	13	8
Cc1nc(C(C)NC(=O)CCc2nnc(-c3ccsc3)o2)cs1 (centres undefined)	-3	/	-3
N#Cc1ccccc1OCc1cccc(C(=O)O)c1	2	/	-1

# (next part)
mol	NPYLR7 ag	mcGAS inh	hcGAS inh
COCCN(Cc1csc(COc2cc(Cl)ccc2Cl)n1)C(=O)C1CC1	21	-6	-5
CCC1c2ccsc2CCN1C(=O)c1cccc(S(=O)(=O)N2CCCCC2)c1 (centres undefined)	-3	-1	0
Cc1sc[n+](CC(=O)OC2CC(C)CCC2C(C)C)c1C (centres undefined)	4	/	-9
CCCC(C)(C)C(=O)N1CCC1(C)C(=O)Nc1cccc2ccccc12 (centres undefined)	3	/	-10
Cc1c(C(=O)NCc2ccco2)sc(=O)n1Cc1ccccc1F	11	/	-9
Cc1cc(C)n(CCCNc2nc(CN3CCOCC3)nc3sc4c(c23)CCC4)n1	1	/	-2
CN(Cc1ccccc1)C(=O)C1(C)CCN1C(=O)Cc1ccc(-c2ccccc2)cc1 (centres undefined)	3	-2	-6
CCc1cccc(NC(=O)CSc2nccn3nc(-c4ccc(C)cc4)cc23)c1	-1	-8	-5

# (continued)
mol	NPYLR7 ag	mcGAS inh	hcGAS inh
Cn1ccnc1CN1CCN(C(=O)CC(c2ccccc2)c2ccccc2F)CC1 (centres undefined)	5	/	-3
CCc1nc2ccc(C(=O)NCCNC(C)=O)cn2c1N(CC)Cc1cccc(Br)c1	15	-4	-6
Nc1cncc(-n2ccnc2-c2ccccn2)c1	3	/	-7
CCOC(=O)N1CCN(C(=O)c2csc(CSc3nnc(C)n3-c3ccccc3C)n2)CC1	/	-4	-6
COc1cc(C=C2SC(=S)N(C(C)C)C2=O)ccc1O	21	-12	-16
CN1CCN(C(CNS(=O)(=O)c2cccc(F)c2)c2ccsc2)CC1 (centres undefined)	1	-5	-2
COc1ccc(-n2c(CCC(=O)NCc3ccc(C)o3)ccc2-c2ccc(Cl)cc2)cc1	-1	-5	-5
